NPYLR7 ag – activates Aedes aegypti NPYLR7 receptor. HEK293T NPYLR7/Galpha15, GCaMP6s calcium fluorescence. activation, % at 10 µM. 0.15% of 270,000 active; in the data active means activation above about 40%;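 further: 0% = vehicle and 100% = reference agonist at the receptor; some compounds past the cut are filed as inactive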
hcGAS lum – human cGAS inhibition. AID 1259398. recombinant h-cGAS, ATP depletion, Kinase-Glo luminescence. 0.081% of 290,000 active. Q8N884. inhibition, % at 12.5 µM;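 further: 0% = vehicle reaction and 100% = reaction without DNA for no activity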
Target sequence (Q8N884 whole entry, looked up): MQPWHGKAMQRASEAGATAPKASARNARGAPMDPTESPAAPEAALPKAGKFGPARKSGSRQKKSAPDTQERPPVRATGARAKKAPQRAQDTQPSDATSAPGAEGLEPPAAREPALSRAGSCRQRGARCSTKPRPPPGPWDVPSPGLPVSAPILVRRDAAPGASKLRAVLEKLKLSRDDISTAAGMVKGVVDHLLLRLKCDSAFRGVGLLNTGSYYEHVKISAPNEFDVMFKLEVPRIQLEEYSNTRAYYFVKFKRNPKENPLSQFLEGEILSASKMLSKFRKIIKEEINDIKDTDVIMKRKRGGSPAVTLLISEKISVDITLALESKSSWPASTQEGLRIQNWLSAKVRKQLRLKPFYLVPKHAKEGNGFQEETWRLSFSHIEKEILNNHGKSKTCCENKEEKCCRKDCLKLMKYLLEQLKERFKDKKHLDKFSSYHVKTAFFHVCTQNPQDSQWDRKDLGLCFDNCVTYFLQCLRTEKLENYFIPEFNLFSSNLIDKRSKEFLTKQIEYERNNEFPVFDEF
mcGAS lum – inhibitors of mouse cGAS; inhibition, % at 12.5 µM; Q8C6L5; AID 1259399; recombinant cGAS, Kinase-Glo ATP depletion luminescence; 0.15% of 160,000 active;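 further: 0% = negative control wells and 100% = reference inhibitor with no enzyme activity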
* = called active by the depositor; · = not tested or not shown; & = joins results of further samples. Unless noted, no stated cut-off is given here; in the data, active means inhibition above about 40%; inactive means the rest.

canonical_smiles	hcGAS lum	NPYLR7 ag	mcGAS lum
Cc1cc(CC(C)NC(=O)Cc2cc(F)ccc2C)n[nH]1 (stereo unspecified)	-4	2	-15
Cc1nc2ccncc2cc1C(=O)N1CCN(C)C(=O)C1	-8	12	·
Cn1cc(Nc2cccc(C(=O)NC3CCc4cc(Cl)ccc43)c2)cn1 (stereo unspecified)	-6	12	·
CCCCN1CCCCC1(C)C(=O)NCc1c(F)ccc(C)c1F (stereo unspecified)	-9	1	-5
COc1nc(-c2ccc(C(F)(F)F)cc2)n(-c2ccc(NC(=O)c3ccccc3Br)cc2)n1	-3	25	-5
COc1nc(C)ccc1CNC(=O)c1ccc(-c2nc(C)cs2)cc1	-7	0	·
CCc1ccccc1Nc1nc2ccccc2n1C	-4	-3	-9
Cn1c(SCC(=O)C(C)(C)C)nnc1-c1ccc(Cl)cc1	-2	10	·
COc1ccccc1CN1CCn2nc(C(=O)NCc3ccc(F)cc3)cc2C1=O	-4	17	-7
COc1ccc(C(C)(C)C)cc1S(=O)(=O)NCCNc1cc(-n2ccnc2C)ncn1	-4	-13	-9

Entries of single compounds as entered above:
`COc1nc(-c2ccc(C(F)(F)F)cc2)n(-c2ccc(NC(=O)c3ccccc3Br)cc2)n1` as listed: hcGAS lum: -3; NPYLR7 ag: 25; mcGAS lum: -5
`Cc1cc(CC(C)NC(=O)Cc2cc(F)ccc2C)n[nH]1` (stereo unspecified) as listed: hcGAS lum: -4; NPYLR7 ag: 2; mcGAS lum: -15

Next section:
canonical_smiles	hcGAS lum	NPYLR7 ag	mcGAS lum
Cc1oc(-c2cc(F)cc(F)c2)nc1COc1ccc(CC(N)=O)cc1	0	0	·
CN1CCCN(C(=O)CC(c2ccccc2)c2ccccc2F)CC1 (stereo unspecified)	-5	3	·
CSC1=NC(C)(C)CC12C=CC(=O)C(C)=C2 (stereo unspecified)	-2	0	·
O=C(c1scc2c1OCCO2)N1CC[C@@H](c2ccc(F)cc2)[C@H](O)C1	-4	-2	·
Cc1cccc(-c2cccc(NC(=O)C3CCCN(Cc4cnn(C)c4C)C3)c2)c1 (stereo unspecified)	-9	·	-11
N#CNC1=NCN(CCN2CCOCC2)CN1	-5	0	·
CC(=O)Nc1ccc(Cl)c(C(=O)NCc2cn3ccccc3n2)c1	-6	17	-10
COc1ccc(-c2noc(CN3CCCC4(CCCN(Cc5ccccc5)C4)C3)n2)cc1 (stereo unspecified)	-2	1	-2
NCCCCNCCCN	-1&5	-4&-3	-3&0
O=C(Nc1ccc(-c2onc3c2CCc2ccccc2-3)cc1)C(F)(F)C(F)(F)C(F)(F)F	-2	12	-7

Part of the list above in another layout:
Cc1oc(-c2cc(F)cc(F)c2)nc1COc1ccc(CC(N)=O)cc1
- hcGAS lum: 0
- NPYLR7 ag: 0
- mcGAS lum: ·
NCCCCNCCCN
- hcGAS lum: -1&5
- NPYLR7 ag: -4&-3
- mcGAS lum: -3&0
CN1CCCN(C(=O)CC(c2ccccc2)c2ccccc2F)CC1 (stereo unspecified)
- hcGAS lum: -5
- NPYLR7 ag: 3
- mcGAS lum: ·

Copied from the list:
Cc1cccc(-c2cccc(NC(=O)C3CCCN(Cc4cnn(C)c4C)C3)c2)c1 (stereo unspecified) – hcGAS lum = -9
NCCCCNCCCN – hcGAS lum = -1&5
Cn1c(SCC(=O)C(C)(C)C)nnc1-c1ccc(Cl)cc1 – NPYLR7 ag = 10

The listing continues.
canonical_smiles	hcGAS lum	NPYLR7 ag	mcGAS lum
O=C1C[C@H]2CC[C@@H](CN1)N2C(=O)CCc1c[nH]c2ccccc12	-5	7	-17
CNC(=O)c1cccnc1N1CCC(Oc2ccc(F)cc2)CC1	-8	6	-7
CCCCSC1=NN2CCCC(=O)N=C2S1	-11	-1	·
Cc1cc(C)c(S(=O)(=O)N(C)C(=O)C=C(C2CC2)C2CC2)c(C)c1	-9	10	·
COc1ccc(S(=O)(=O)Oc2cc(CN(CCN(C)C)C(=O)CC(C)(C)C)ccc2OC)cc1	-5	21	-3
Cc1ccc(N2C(=O)CC(Sc3nc4c(cc3C#N)CCCCC4)C2=O)cc1 (stereo unspecified)	-3	-1	-6
Cc1c(C(=O)N2CCCCC2)c(C(F)(F)F)nn1C1CCCN(C)C1 (stereo unspecified)	4	6	·
COCCOCC(=O)N1CCN(Cc2cc(=O)c(OCc3cc(C)cc(C)c3)co2)CC1	1	7	-4
COc1ccc(C(=O)Nc2ccc(O)c(-c3nc4cc(C)c(C)cc4o3)c2)cc1	-2	13	-5
Cc1ccc(C(=O)N2C(C(=O)N3CCOCC3)COC23CCN(C(=O)c2ccccc2C)CC3)cc1 (stereo unspecified)	-3	0	-4

(list continues)
canonical_smiles	hcGAS lum	NPYLR7 ag	mcGAS lum
C1CCCN(c2nonc2-[n+]2nc3nonc3[nH]2)CC1	0	5	19
CCn1c(C)cc(O)c(C(c2ccccn2)N2CCCCC2)c1=O (stereo unspecified)	-8	11	·
OC(c1ccc(Cl)c(F)c1)c1ncc(-c2cccc3ccccc23)[nH]1 (stereo unspecified)	-7	-1	·
CC=CC=CC(=O)N1CCN(S(=O)(=O)c2ccccc2)CC1	2	7	-9
O=C(CSc1ccccc1)N1CCN(c2nccc(-c3ccc(Oc4ccccc4)cc3)n2)CC1	-12	3	-8
COCC(=O)O[C@]1(CCN(C)CCCc2nc3ccccc3[nH]2)CCc2cc(F)ccc2[C@@H]1C(C)C	-6	3	-6
N#CSC(C#N)Cc1ccc(Cl)c(Cl)c1 (stereo unspecified)	18	0	28
Cc1sc2nc(CN(CC(O)COCC(C)C)C3CCCCC3)[nH]c(=O)c2c1C (stereo unspecified)	3	2	-2
O=C(NCCc1ccccc1)C1CC(=O)N(Cc2ccccc2)C(=Nc2ccc(Cl)cc2)S1 (stereo unspecified)	-4	-3	·
COc1ccc(-c2csc(-n3[nH]c(C)c(N=Nc4c(C)cccc4[N+](=O)[O-])c3=O)n2)cc1	1	-6	-6

The final 7 entries of the section before are carried over, then new ones follow:
canonical_smiles	hcGAS lum	NPYLR7 ag	mcGAS lum
CC=CC=CC(=O)N1CCN(S(=O)(=O)c2ccccc2)CC1	2	7	-9
O=C(CSc1ccccc1)N1CCN(c2nccc(-c3ccc(Oc4ccccc4)cc3)n2)CC1	-12	3	-8
COCC(=O)O[C@]1(CCN(C)CCCc2nc3ccccc3[nH]2)CCc2cc(F)ccc2[C@@H]1C(C)C	-6	3	-6
N#CSC(C#N)Cc1ccc(Cl)c(Cl)c1 (stereo unspecified)	18	0	28
Cc1sc2nc(CN(CC(O)COCC(C)C)C3CCCCC3)[nH]c(=O)c2c1C (stereo unspecified)	3	2	-2
O=C(NCCc1ccccc1)C1CC(=O)N(Cc2ccccc2)C(=Nc2ccc(Cl)cc2)S1 (stereo unspecified)	-4	-3	·
COc1ccc(-c2csc(-n3[nH]c(C)c(N=Nc4c(C)cccc4[N+](=O)[O-])c3=O)n2)cc1	1	-6	-6
Cc1ccc(-n2c(SCCCCC(=O)N3CCN(C(=O)COc4ccc(Cl)cc4)C(C)C3)nnc2-c2ccccc2)cc1 (stereo unspecified)	-2	20	-5
Cc1cnc(C)c(-c2ccccc2C(=O)N(C(C)C)C(C)C)n1	-4	12	·
O=C(Nc1cccc2cccnc12)c1ccc(N2C(=O)[C@@H]3[C@H](C2=O)[C@@H]2C=C[C@H]3C2)cc1	-2	-13	·
Cc1ccc(C2c3ccsc3CCN2C(=O)CN(C(=O)c2ccc(C)c([N+](=O)[O-])c2)C2CC2)cc1 (stereo unspecified)	-8	21	-4
CCn1ncc(C2=NC(NNC3OC(=O)c4ccccc43)=NC(C(F)F)C2)c1C (stereo unspecified)	4	2	·
Cc1ccccc1Cn1nc(-c2ccccc2)c2sc(N3CCCC3)nc2c1=O	-3	-4	-6
O=C(COc1ccccc1)Nc1cccc(-c2cccc(-c3ccc(F)cc3)n2)c1	-8	14	-5
COc1cc(Cl)c(C)cc1-n1ccn(CC(=O)c2ccc(F)cc2)c(=O)c1=O	-2	16	·
CNC(=O)NC(=O)C(C)N1CCCC(CN(C(=O)OC(C)(C)C)C(C)C)C1 (stereo unspecified)	-7	12	·
O=C(Cc1cc(-c2cccs2)on1)Nc1ccc(F)c(C(F)(F)F)c1	-7	5	-8

Carrying on.
canonical_smiles	hcGAS lum	NPYLR7 ag	mcGAS lum
O=C(c1n[nH]c2ccccc12)N1CCOC(Cc2ccccc2)C1 (stereo unspecified)	2	21	-4
CC1CCc2c(sc(NC(=O)c3ccc(Br)cc3)c2C(=O)Nc2ccccc2)C1 (stereo unspecified)	-6	1	-7
CCOC(=O)C1C(=O)NCC12CCN(C(=O)c1cccc3c1OC(F)(F)O3)CC2 (stereo unspecified)	6	-8	-2
COCC(=O)N1CCc2c([nH]c3ccccc23)C1c1ccc(OC)cc1F (stereo unspecified)	-12&-2	6&-6	-5
COc1ccc(C(CNC(=O)Nc2cccc3ccccc23)N2CCOCC2)cc1OC (stereo unspecified)	6	2	·
CCOC(=O)c1cc(-c2cccc(NC(=O)C(OC(C)=O)c3ccccc3)c2)n(-c2ccccc2C)n1 (stereo unspecified)	-4	34	-7
OC(Cc1ccccc1)CN(CCN1CCOCC1)Cc1cccs1 (stereo unspecified)	-11	25	-5
Cc1ccccc1NS(=O)(=O)c1ccc2c(c1)CCCC2	-11	3	-7
COc1ccccc1C1=COc2cc(OCc3ccc(C)cc3)ccc2C1O (stereo unspecified)	-4	-1	·
O=C(NC(c1ccccc1)c1ccco1)c1cn(Cc2ccccc2C(F)(F)F)nn1 (stereo unspecified)	-9	6	-9

New compounds follow.
canonical_smiles	hcGAS lum	NPYLR7 ag	mcGAS lum
O=C(c1ccc(F)cc1)N1CCN(c2cc(Oc3ccc(F)cc3)ncn2)CC1	-4	8	-3
O=C(NCc1cccc(F)c1)Nc1nn(Cc2ccc(C(F)(F)F)cc2)c2ccccc12	-6	14	-4
CCc1noc(C2CCCCN2C(=O)CN2CCOCC2)n1 (stereo unspecified)	-6	·	-4
CCn1ncc(C2=NOC(C(=O)Nc3cc(C)on3)C2)c1C (stereo unspecified)	-5	10	-2
CNC(=O)[C@@H](NC(=O)[C@H](CC(C)C)[C@H](O)C(=O)NO)C(C)(C)C	-3	3	-7
CCOC(=O)C1CCCN(CC(=O)N2N=C(c3ccc(OC)cc3)CC2c2ccccc2C)C1 (stereo unspecified)	2	-3	-1
Cc1nnc(NC(=O)CSc2nnc(CNC(=O)COc3ccccc3)n2-c2ccc(Br)cc2)s1	-6	-7	·
Cc1nn(-c2ccccc2)c(C)c1CC(=O)NCCc1n[nH]c2c1CCCC2	-1	17	·
O=C(NCc1ccc2c(c1)OCO2)C1CSC2(CCNCC2)N1 (stereo unspecified)	-5	10	·
COc1cc(C(=O)NCc2cccc(C)n2)ccc1OC1CCN(C2CCCC2)CC1	-13	6	-13

(cont.)
canonical_smiles	hcGAS lum	NPYLR7 ag	mcGAS lum
O=C(NCc1ccco1)c1cnn(CC(F)(F)F)c1-c1ccccc1	3	-5	3
COc1ccccc1CNC(=O)C1(C)CCN1C(=O)C(C)(C)c1ccccc1 (stereo unspecified)	-11	9	-5
N#Cc1cc(Oc2cccnc2)c(Oc2cccnc2)cc1C#N	-2	-1	·
COc1cc(=O)n(-c2ccc(C)cc2)nc1C(=O)Nc1ccccc1O	-9	9	-7
COCC(C)NC(=O)c1cccc(NCc2ccccn2)c1C (stereo unspecified)	-1	-3	-12
CC(C)(CNCc1cccc(C#N)c1)N1CCc2ccccc2C1	-4	3	-6
O=C(Cn1ncc(Cl)c(Cl)c1=O)c1ccc2c(c1)CCC2	-5	6	·
CCOC1CCCN(C(=O)c2cnn(-c3ccccc3)c2CC)C1 (stereo unspecified)	-5	8	·
COC(=O)c1ccc(C2c3c(oc4ccc(F)cc4c3=O)C(=O)N2c2cc(C)on2)cc1 (stereo unspecified)	-1	0	·
COc1ccc(S(=O)(=O)NCc2ccc3c(c2)OCO3)cc1OC	-5	-5	·
O=C1OCCN1S(=O)(=O)c1ccc(Cl)cc1	2	5	1
C[C@@H](C(=O)NCC(O)COc1ccc(F)c(F)c1)N(C)C (stereo partly specified)	-4	-1	-10

Source: PubChem
